# Assay outcomes as filed in PubChem.
# ASK1 primary – human ASK1 kinase inhibition, primary screen; AID 1159602; Q99683; 0.99% of 22,000 active; AlphaScreen MKK6 phosphorylation by ASK1, luminescence; inhibition, % at 7.44 µM; in the data active = inhibition above about 35%;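 also: 0% = median of compound wells and 100% = no enzyme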
# Target sequence (Q99683 whole entry, looked up): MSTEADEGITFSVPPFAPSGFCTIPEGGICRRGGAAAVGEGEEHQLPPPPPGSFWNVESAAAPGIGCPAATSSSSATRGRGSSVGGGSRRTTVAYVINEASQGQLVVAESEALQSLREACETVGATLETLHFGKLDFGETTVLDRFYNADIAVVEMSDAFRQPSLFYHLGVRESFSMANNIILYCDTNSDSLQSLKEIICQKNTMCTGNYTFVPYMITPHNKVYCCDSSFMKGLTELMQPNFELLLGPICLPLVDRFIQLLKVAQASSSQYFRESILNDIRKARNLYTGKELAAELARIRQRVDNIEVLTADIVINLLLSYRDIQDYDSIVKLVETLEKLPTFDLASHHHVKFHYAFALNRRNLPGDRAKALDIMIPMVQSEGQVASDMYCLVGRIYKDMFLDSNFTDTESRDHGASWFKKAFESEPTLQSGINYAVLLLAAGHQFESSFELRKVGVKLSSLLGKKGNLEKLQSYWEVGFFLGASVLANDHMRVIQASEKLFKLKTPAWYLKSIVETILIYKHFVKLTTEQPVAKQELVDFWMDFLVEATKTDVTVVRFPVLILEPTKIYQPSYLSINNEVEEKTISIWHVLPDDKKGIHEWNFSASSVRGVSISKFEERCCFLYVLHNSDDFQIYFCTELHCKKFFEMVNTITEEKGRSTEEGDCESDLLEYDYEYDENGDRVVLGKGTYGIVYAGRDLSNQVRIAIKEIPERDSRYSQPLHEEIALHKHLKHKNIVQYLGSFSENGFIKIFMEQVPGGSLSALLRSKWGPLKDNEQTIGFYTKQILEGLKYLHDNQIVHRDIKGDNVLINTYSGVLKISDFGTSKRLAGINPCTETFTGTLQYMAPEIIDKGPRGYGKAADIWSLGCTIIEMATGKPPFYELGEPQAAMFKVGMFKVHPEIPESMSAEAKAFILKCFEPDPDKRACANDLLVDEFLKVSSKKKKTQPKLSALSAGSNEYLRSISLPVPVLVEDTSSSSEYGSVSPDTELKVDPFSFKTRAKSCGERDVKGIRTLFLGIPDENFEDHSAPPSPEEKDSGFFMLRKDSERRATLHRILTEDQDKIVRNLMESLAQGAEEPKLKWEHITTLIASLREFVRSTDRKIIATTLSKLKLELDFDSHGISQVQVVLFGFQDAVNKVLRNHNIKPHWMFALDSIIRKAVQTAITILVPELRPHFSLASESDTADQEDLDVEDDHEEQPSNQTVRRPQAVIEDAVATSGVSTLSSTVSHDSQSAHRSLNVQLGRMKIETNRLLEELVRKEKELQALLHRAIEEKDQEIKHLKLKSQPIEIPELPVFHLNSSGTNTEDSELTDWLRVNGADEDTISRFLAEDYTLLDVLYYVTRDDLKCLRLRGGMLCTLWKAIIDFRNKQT
# ULK1 inh – blocks human autophagy kinase ULK1 | AlphaScreen Atg13 phosphorylation by ULK1, luminescence | inhibition, % at 5.96 µM | 1.9% of 30,000 active | AID 1259251; in the data active = inhibition above about 43%;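 also: 0% = median of compound wells and 100% = no enzyme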
# Active calls of the source: *; . = no result given; & = joins results of further samples.
# Start of the listing, in advance (6 entries):
SMILES,ASK1 primary,ULK1 inh
CCOc1ccccc1NC(=O)C1CC(=O)N(c2ccc(F)cc2)C1 (stereo unspecified),.,12
O=S(=O)(O)CC(S)CS (stereo unspecified),.,-16
O=C(NC1CC1)c1ccc2c(c1)CC(c1nc3ccc(-c4cn[nH]c4)cc3c(=O)[nH]1)CO2 (stereo unspecified),-11,10
COc1ccc(-c2nc3ccc(C(=O)NCc4nc5ccccc5[nH]4)cc3s2)cn1,-11,0
COc1ccc(-c2cc(=O)c3cc(NC(=O)c4cc(OC)cc(OC)c4)ccc3o2)cc1,.,0
CN1CCN(C(=O)c2ccc(-c3cccc(C(=O)NCCOc4ccccc4)n3)cc2)CC1,-11,-6

# This part in full, from the start:
SMILES,ASK1 primary,ULK1 inh
CCOc1ccccc1NC(=O)C1CC(=O)N(c2ccc(F)cc2)C1 (stereo unspecified),.,12
O=S(=O)(O)CC(S)CS (stereo unspecified),.,-16
O=C(NC1CC1)c1ccc2c(c1)CC(c1nc3ccc(-c4cn[nH]c4)cc3c(=O)[nH]1)CO2 (stereo unspecified),-11,10
COc1ccc(-c2nc3ccc(C(=O)NCc4nc5ccccc5[nH]4)cc3s2)cn1,-11,0
COc1ccc(-c2cc(=O)c3cc(NC(=O)c4cc(OC)cc(OC)c4)ccc3o2)cc1,.,0
CN1CCN(C(=O)c2ccc(-c3cccc(C(=O)NCCOc4ccccc4)n3)cc2)CC1,-11,-6
CCOc1cccc2cc(-c3csc(NC(=O)c4cccc(OC)c4OC)n3)oc12,.,-9
O=c1oc2ccccc2c(CNc2ccccc2)c1[N+](=O)[O-],.,8
Cc1cnc(NC2CCN(Cc3ccccc3)CC2)nc1Nc1ccccc1,8,16
CC(=O)Nc1ccc(OC(C)=O)cc1,.,2
CC(C)(C)NC(=O)c1ccc(N2C(=O)c3ccccc3C2=O)cc1,.,23
CCNc1cc(NCCc2ccc(O)cc2)ncn1,-2,6
COc1cc(C(=O)NCCc2csc(-c3cccc(F)c3)n2)cc(OC)c1OC,.,-22
CC(C)c1cc(C(C)C)c(CC(=O)NS(=O)(=O)Oc2c(C(C)C)cccc2C(C)C)c(C(C)C)c1,.,85*
O=C(Cc1ccncc1)N1CCNCC1,-10,-3
O=C(Cc1cn(-c2ccc(Nc3nccc4ccccc34)nn2)c2ccccc12)NC1CC1,14,5
COc1ccc(-c2ccc(NS(=O)(=O)c3cc(C)c(OC)cc3C)cc2)nn1,.,-63
COc1ccc(CCNc2ncnc3c2nc(Nc2ccc4ncccc4c2)n3C(C)C)cc1,-10,-15
O=C(NCCCN1CCCC1=O)C1CCN(c2ccc(Nc3ccccc3)nn2)CC1,2,15
Cc1cnc(-c2ccc(N3CCN(C)CC3)cc2)nc1NCCN1CCOCC1,7,-1
Cn1c(=O)[nH]c(=O)c2c1n1c(-c3ccc(Cl)cc3)nnc1n2Cc1ccc(F)cc1,.,2
COc1cc(Nc2cc(NC3CCN(Cc4ccccc4)CC3)ncn2)cc(OC)c1OC,7&-6,-9&-1
c1ccc2c(-c3nc(NC4CC4)c4ncn(-c5ccsc5)c4n3)csc2c1,-11,-2
COc1ccc2c(c1)CC(C(=O)Nc1ccc(-c3cn[nH]c3)cc1OC(C)CN(C)C)CO2 (stereo unspecified),-10,-5
c1ccc(CN2CCC(Nc3cc(N4CCN(c5ccccn5)CC4)ncn3)CC2)cc1,16,0

# (continued)
SMILES,ASK1 primary,ULK1 inh
Cc1nc(-c2cccnc2)cc(N2CCN(c3ccccn3)CC2)n1,.,13
CCCNc1ncnc2c1nc(-c1c(C)nn(C)c1C)n2C(C)C,7,11
COc1cc(NC(=O)C2CC(c3ccccc3O)=NO2)cc(OC)c1OC (stereo unspecified),-1,-12
Cn1c(=O)[nH]c(=O)c2c1nc(SCCO)n2CC(N)=O,.,-8
CCC(=O)Nc1sc2c(c1C(=O)OC)CCCC2,.,0
COc1ccc(/C=C/C(=O)NCC2CCCO2)cc1 (stereo unspecified),.,9
CC(=O)c1cccc(-c2cc(C(=O)NCc3cccc(C(F)(F)F)c3)ccn2)c1,-4,-6
Cn1c(Nc2nc(NCc3nc4ccccc4[nH]3)c3ncn(Cc4ccc(C(F)(F)F)cc4)c3n2)nc2ccccc21,8,2
Nc1nc(NCc2ccccc2)cc(NC2CCN(Cc3ccccc3)CC2)n1,-4,3
Cc1ccccc1,.,-4
COc1cc(NC(=O)c2cccc(-c3ccc4[nH]ccc4c3)n2)cc(OC)c1OC,-9,2
O=C1c2ccccc2CN1c1cccc2ccccc12,.,-15
COc1cc2nc(N3CCCC3CO)nc(Nc3cc(OC)c(OC)c(OC)c3)c2cc1OC (stereo unspecified),13,0
CC(=O)Nc1ccc(Nc2nc(NCc3cccnc3)ncc2C)cc1,-19,2
O=C(NC1CC1)c1ccc(-c2nc(C(=O)NCCN3CCOCC3)cs2)cc1,4,-41
Cc1cccc(-c2nc(C)cc(NCC3CCCO3)n2)c1 (stereo unspecified),9,-13
S=C1SCN(Cc2ccccc2)CN1Cc1ccccc1,.,3
CCN(CC)c1nc(NCc2cccc(C(F)(F)F)c2)nc(Nc2cccc(N(C)C)c2)n1,3,-3
COc1ccc(CCNc2nc(Nc3ccccc3)nc3c2ncn3-c2ccccc2)cc1,29,-2
Cc1cnc(NCc2cccnc2)nc1NCCCN1CCCC1=O,-6,12
N#Cc1cc(-c2ccnc(Nc3ccc(-n4cnc(N5CCOCC5)n4)cc3)n2)ccc1N1CCC(O)CC1,-15,49*
Cc1cc(NCc2nc3ccccc3[nH]2)nc(Nc2ccc(-n3ccnc3)cc2)n1,-4,-3
O=C(NC1CC1)c1cccc(Nc2cnccn2)n1,-4,2
C=CCN(CC=C)C(=O)c1cccc(C(=O)N(CC=C)CC=C)c1,.,-5
CCCNc1nc(Nc2ccccn2)nc2nc[nH]c12,-4,-4

# Remaining list, next part
SMILES,ASK1 primary,ULK1 inh
Nc1nccc(-c2ccc3nc(C4COc5ccc(C(=O)NCCN6CCOCC6)cc5C4)[nH]c3c2)n1 (stereo unspecified),16,-8
CC(C)N(CCNC(=O)c1csc(Nc2ccccn2)n1)C(C)C,-15,-2
CC(=O)Nc1ccc(Nc2cc(Nc3ccccn3)ncn2)cc1,11,-5
COc1ccc(-c2ncc(C)c(Nc3ccccc3)n2)cc1,-1,3
CC(=O)c1cccc(-c2nc(C)cc(NCc3nc4ccccc4[nH]3)n2)c1,-8,-13
CCN(CC)C(=O)C1CCCN(c2cccc(C(=O)NCCOc3ccccc3)c2)C1 (stereo unspecified),-2,-10
Cc1cc(NCc2ccccc2)nc(NCCN2CCOCC2)n1,8,-20
c1ccc(Nc2nc(-c3ccc(N4CCOCC4)nc3)nc3c2ncn3C2CCCCC2)cc1,4,6
NC(C(=O)N1CCC(Nc2ccc3cnccc3c2)CC1)c1ccc(F)cc1 (stereo unspecified),-5,1
COc1ccc(CC(=O)Nc2cc(Nc3ccccc3C(N)=O)c(C(F)(F)F)cn2)cc1,32,76*
O=C(NC1CCN(Cc2ccccc2)CC1)C1CCN(c2ccc(NCc3cccnc3)nn2)CC1,1,3
COc1cc(Nc2nc(N3CCN(c4ccccn4)CC3)nc3c2ncn3CCN2CCCC2=O)cc(OC)c1OC,-1,-9
O=C1CCCN1CCn1cnc2c(NCc3cccc(C(F)(F)F)c3)nc(NC3CCC(O)CC3)nc21 (stereo unspecified),9,-6
COc1ccc(CCNc2cc(-c3ccc(C(=O)NC4CC4)cc3)ncn2)cc1,3,5
CCNc1ncc(C(=O)NCCc2ccc(OC)cc2)s1,-5,8
Cc1cc(-c2ncn(-c3ccc(Nc4ncc5ccc(-c6cnn(C)c6)cc5n4)cc3)n2)ccn1,20,28
CCCNC(=O)Cc1csc(NC(=O)c2ccccc2)n1,.,2
CN1CCN(C(=O)c2ccc(-c3cc(NCc4nc5ccccc5[nH]4)nc(N)n3)cc2)CC1,-8,19
CN(CCO)c1nc(Nc2ccccc2)c2cnn(-c3ccccc3)c2n1,.,-44
Cc1ccc(S(=O)(=O)NCCN2CCOCC2)c(C)c1C,.,9
CCN(CC)c1nc(NCCCN2CCCC2=O)nc(N2CCN(Cc3ccc4c(c3)OCO4)CC2)n1,12,-36
COc1ccc(CCNc2nc(Nc3cccc(N(C)C)c3)nc3c2ncn3Cc2ccc(C(F)(F)F)cc2)cc1,30,22
CCN(CC)c1nc(NCCN(C(C)C)C(C)C)nc(Nc2ccc(C(F)(F)F)cc2)n1,3,-14
CCN(CC)C(=O)C1CCCN(c2nc(Nc3ccc(Oc4ccccc4)cc3)c3ncn(-c4ccsc4)c3n2)C1 (stereo unspecified),-5,-6
c1ccc(N2CCN(c3cc(NCc4nc5ccccc5[nH]4)ncn3)CC2)nc1,-5,3

# As entered above:
# Under ULK1 inh, Cc1cc(NCc2ccccc2)nc(NCCN2CCOCC2)n1 is listed with -20
# Under ULK1 inh, c1ccc(N2CCN(c3cc(NCc4nc5ccccc5[nH]4)ncn3)CC2)nc1 is listed with 3

# Continued.
SMILES,ASK1 primary,ULK1 inh
Clc1ccc2c(c1)CC(c1nc3ccc(-c4cn[nH]c4)cc3s1)CO2 (stereo unspecified),1,-3
CN(C)CC#Cc1ccc2c(c1)CC(c1nc3ccc(-c4ccnc(N)n4)cc3[nH]1)CO2 (stereo unspecified),11,2
CC(=O)c1cccc(-c2nc(NCCOc3ccccc3)c3ncn(-c4ccccc4)c3n2)c1,6,-1
O=C(Nc1ncccc1N1CCC2(CC1)OCCO2)c1ccc(Br)o1,8,7
Fc1cc(-c2ccnc(Nc3ccc(-c4ncn[nH]4)cc3)n2)cc(N2CCOCC2)c1,9,-5
COc1ccc(-c2nc(Nc3ccc(NC(C)=O)cc3)c3cc(OC)c(OC)cc3n2)cn1,-2,-17
c1cncc(CNc2nc(NCCN3CCOCC3)c3ncn(-c4ccsc4)c3n2)c1,-8,2
CCN(CC)C(=O)C1CCCN(c2cc(Nc3ccc(NC(C)=O)cc3)ncn2)C1 (stereo unspecified),2,-3
CC(C)Oc1ccc(/C=C(/NC(=O)c2ccccc2)C(N)=O)cc1,.,-4
N#Cc1ccc(-c2ncn(-c3ccc(Nc4nccc(-c5cc(F)cc(N6CCOCC6)c5)n4)cc3)n2)nc1,14,3
Nc1nc(Nc2ccccc2)nc2c1ncn2-c1ccsc1,-6,13
CNC(=O)c1ccccc1Nc1cc(Nc2ccc(N3CCOCC3)cc2OC)ncc1F,13,16
COc1cc(Nc2cc(N3CCc4ccccc4C3)ncn2)cc(OC)c1OC,6,-10
CCN(CC)c1nc(NCCO)nc(N2CCN(Cc3ccc4c(c3)OCO4)CC2)n1,2,0
CCCNC(=O)c1ccnc(-c2ccc(N3CCN(C)CC3)cc2)c1,-16,23
CN1CCN(C(=O)c2ccc(-c3ncc(C(=O)NCCc4ccc(O)cc4)s3)cc2)CC1,-1,-10
CC(C)N(CCNc1nc(Nc2cnccn2)nc2c1ncn2C(C)C)C(C)C,-18,-1
CCN(CC)C(=O)C1CCCN(c2nc(NC3CC3)c3ncn(Cc4ccc(C(F)(F)F)cc4)c3n2)C1 (stereo unspecified),5,-2
COc1ccc(CCNC(=O)c2cccc(Nc3ccc4ncccc4c3)n2)cc1,-17,-30
CC(C)N(CCNc1nc(NCCN2CCOCC2)nc2c1ncn2-c1ccsc1)C(C)C,-11,5
COc1ccccc1OCC(O)CN1CCN(CC(=O)Nc2c(C)cccc2C)CC1 (stereo unspecified),.,-1

# In the list so far, these have a cyano group.
SMILES,ASK1 primary,ULK1 inh
N#Cc1cc(-c2ccnc(Nc3ccc(-n4cnc(N5CCOCC5)n4)cc3)n2)ccc1N1CCC(O)CC1,-15,49*
N#Cc1ccc(-c2ncn(-c3ccc(Nc4nccc(-c5cc(F)cc(N6CCOCC6)c5)n4)cc3)n2)nc1,14,3
